Glioma ERSR ind: qHTS for Inducers of the Endoplasmic Reticulum Stress Response (ERSR) in Human Glioma: qHTS | U87-MG GRP78 promoter luciferase reporter, 16 h | Potency, µM, for inactives: at the top dose activation, actives largely listed as activators | 420,000 compounds, 0.02% hits; active = well fitted activation curve with a large enough effect; inconclusive = small, poorly fitted or top-dose-only effect; inactive = no such curve, though single readings can be large or run the other way; note: series mostly up to about 76 µM; % of control where 0% means no effect; nearly all actives have a fitted effect of over 35% in size
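ERSR induction read as luciferase luminescence (Bright-Glo, 10 min at room temperature) in stably transfected human U87-MG glioma cells exposed to compounds for 16 h, using GRP78 as sensor.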
* hit, by the source's call; ? = inconclusive; & = joins results of further samples. Potency is the fitted concentration of half-maximal effect. The list is partial; the hit share may differ from the screen's.

Start of the data: the first three records, ahead of the listing:
Glioma ERSR ind	canonical_smiles
-2.6%&-3.7%	COC(=O)C1=C(C)N(Cc2ccccc2)[C@]23O[C@](C(=O)OC)(C(=O)N2C1c1ccccc1)C1C(=O)N(C)C(=O)C13 (stereo partly drawn)
-6.8%	COc1ccc(C2(C(=O)NCC3Cc4cccc(-c5nc(C)cnc5C)c4O3)CCCC2)cc1 (stereo not drawn)
-0.4%	CCNc1ncc2nc(CCc3ccccc3)c(=O)n(C3CC3)c2n1

Main list, previewed entries included:
Glioma ERSR ind	canonical_smiles
-2.6%&-3.7%	COC(=O)C1=C(C)N(Cc2ccccc2)[C@]23O[C@](C(=O)OC)(C(=O)N2C1c1ccccc1)C1C(=O)N(C)C(=O)C13 (stereo partly drawn)
-6.8%	COc1ccc(C2(C(=O)NCC3Cc4cccc(-c5nc(C)cnc5C)c4O3)CCCC2)cc1 (stereo not drawn)
-0.4%	CCNc1ncc2nc(CCc3ccccc3)c(=O)n(C3CC3)c2n1
-5.4%	CC(=O)NCCCC[C@H](NC(=O)OC(C)(C)C)C(=O)Nc1ccc2c(C(F)(F)F)cc(=O)oc2c1
-4.1%	CCC1CN(CCNC(=O)c2ccccc2-n2cccn2)Cc2cc(OC)ccc2O1 (stereo not drawn)
-3.2%	NCCCC[C@H](NC(=O)[C@H](Cc1c[nH]c2ccccc12)NC(=O)[C@H](CC(=O)O)NC(=O)[C@H](Cc1cnc[nH]1)NC(=O)[C@H](CO)NC(=O)[C@H](Cc1c[nH]c2ccccc12)NC(=O)[C@H](Cc1cnc[nH]1)NC(=O)[C@@H]1CCC(=O)N1)C(=O)N1CCC[C@H]1C(=O)NCC(N)=O
-2.4%	CC1(C)SC2[C@@H](N=CN3CCCCCC3)C(=O)N2[C@H]1C(=O)O (stereo partly drawn)
-3.3%	CCCCC[C@H](O)/C=C/C=C\C=C\C=C\[C@@H](O)[C@@H](O)CCCC(=O)O
-4.7%	COc1cc(=O)n2c(c1C(=O)NCc1ccco1)CCN(Cc1cccc(C(F)(F)F)c1)CC2
-3.6%	O=C1C=C[C@@H](O)[C@H]2[C@@H]3C(=O)N(Cc4ccccc4)C(=O)[C@@H]3CC[C@H]12
-2.5%	O=C(c1cccc(F)c1)N1CCC2(CC1)CN(C(c1ccccc1)c1ccccc1)C2
-7.0%	N=C(N)SCCN=C(N)N
-1.2%	OC1OC[C@H](O)[C@@H](O)[C@@H]1O (stereo partly drawn)
-0.2%	Cc1cc(C(=O)Nc2ccccc2-c2nc(CNC(=O)C3COc4ccccc4O3)c(C)o2)c(C)o1 (stereo not drawn)
-2.6%	CC(=O)c1ccc(Nc2c3ccccc3cc3occc23)cc1

Glioma ERSR ind	canonical_smiles
1.1%	C#CCN[C@@H]1CCc2ccccc21
-5.7%	NCCCC[C@H](NC(=O)[C@H](CCCN=C(N)N)NC(=O)[C@H](CO)NC(=O)[C@H](CCCN=C(N)N)NC(=O)[C@@H](N)Cc1ccc(O)cc1)C(=O)N[C@@H](Cc1ccc(O)cc1)C(=O)N[C@@H](CO)C(=O)N[C@@H](CO)C(=O)N[C@@H](Cc1c[nH]c2ccccc12)C(=O)N[C@@H](Cc1ccc(O)cc1)C(=O)O
-0.3%	O=c1c(-c2ccc(F)cc2)nc2cnc(Oc3ccccc3)nc2n1C1CC1
-5.2%	CC1(C)OC2CC3C4CCC5=CC(=O)C=C[C@@]5(C)[C@]4(F)C(O)C[C@@]3(C)[C@]2(C(=O)CO)O1 (stereo partly drawn)
1.8%	CCCCCCCCCCCC
-2.9%	Clc1ccccc1-c1nc(N2CCNCC2)c2ccccc2n1
3.6%	Cc1cnc(-n2ncc(C(=O)NCCN3CCOCC3)c2C(C)C)nc1-c1ccc(F)cc1
-5.0%	Cc1cc2c(c(=O)o1)[C@H](O)[C@H]1O[C@@H]1C2=O
-3.7%	C=CC(=O)c1ccc2ccccc2c1
-4.0%	COc1ccc(CNc2ncncc2-c2ccccc2C)c(OC)c1
1.1%	CN(C)C(=O)c1ccc(-c2cncnc2N(C)Cc2ccco2)cc1
-1.6%	CN1CCN(c2cc(-c3ccc(N(C)C)cc3)ncn2)CC1
-2.9%	CC(=O)NCCCS(=O)(=O)O
-3.9%	Clc1cnccn1
-0.1%	COc1cccc(-c2nc3cc4c(cc3cc2CN(C(=O)c2cccs2)C2CC2)CCC4)c1OC

Sorted by the number under Glioma ERSR ind (lowest first): some entries from above
compound	Glioma ERSR ind
N=C(N)SCCN=C(N)N	-7.0%
CC(=O)NCCCC[C@H](NC(=O)OC(C)(C)C)C(=O)Nc1ccc2c(C(F)(F)F)cc(=O)oc2c1	-5.4%
CC1(C)OC2CC3C4CCC5=CC(=O)C=C[C@@]5(C)[C@]4(F)C(O)C[C@@]3(C)[C@]2(C(=O)CO)O1 (stereo partly drawn)	-5.2%
C=CC(=O)c1ccc2ccccc2c1	-3.7%
CCNc1ncc2nc(CCc3ccccc3)c(=O)n(C3CC3)c2n1	-0.4%
Cc1cc(C(=O)Nc2ccccc2-c2nc(CNC(=O)C3COc4ccccc4O3)c(C)o2)c(C)o1 (stereo not drawn)	-0.2%
CCCCCCCCCCCC	1.8%

(next part)
Glioma ERSR ind	canonical_smiles
-0.3%	CNc1nc(-c2ccc(N(C)C)cc2)nc2ccccc12
-1.3%	COc1ccccc1C(=O)N[C@@H]1c2ccccc2C2(CCN(Cc3ccc4c(c3)OCO4)CC2)[C@H]1O
3.8%	CCC1(C2CCN(C(=O)c3ccc4ccccc4c3)CC2)NC(=O)N(CCc2scnc2C)C1=O (stereo not drawn)
-1.6%	COc1ccccc1CCn1c(=O)c(C)nc2cncnc21
-2.3%	COC(=O)C/C=C\[C@@H](C)[C@@H](/C=N\OCC[C@@H]1C=C[C@H](OC(C)=O)[C@H](COC(C)=O)O1)OC
0.3%	C=C[C@@]1(C)CC(=O)[C@@]2(O)[C@@]3(C)[C@@H](O)CCC(C)(C)[C@@H]3[C@H](OC(=O)CCN(C)C)[C@H](OC(C)=O)[C@@]2(C)O1
-4.8%	CC(=O)N[C@H]1CSSC[C@@H](C(=O)N2CCC[C@H]2C(=O)N2CCC[C@H]2C(=O)N[C@@H](CCCCN)C(=O)N[C@@H](CC(=O)O)C(N)=O)NC(=O)CNC(=O)[C@H](Cc2c[nH]c3ccccc23)NC(=O)[C@H](CCCNC(=N)N)NC(=O)[C@@H](Cc2ccc3ccccc3c2)NC(=O)[C@H](Cc2cnc[nH]2)NC(=O)[C@H](CCC(=O)O)NC1=O
-0.4%	COc1ncc2nc(-c3ccccc3)c(=O)n(CCC#N)c2n1
-2.5%	CCC1CN(CCNC(=O)c2cccc(C(=O)OC)c2)Cc2cc(OC)ccc2O1 (stereo not drawn)
-1.0%	Cc1noc(C)c1-c1nccc(NCc2cccnc2)n1
-5.5%	C[C@@H]1/C=C\CC(=O)OC[C@H]2O[C@@H](C=C[C@@H]2O)[C@H](C)/C=C\CC(=O)OC1
-5.6%	N#Cc1c(N(CC(=O)O)CC(=O)O)sc(C(=O)O)c1CC(=O)O
-2.7%	O=C(NCC1Cc2cccc(-c3ccccn3)c2O1)c1cnn2cccnc12 (stereo not drawn)
-2.2%	O=c1cc(-c2cccc(F)c2)[nH]c2cc(Cl)ccc12
-5.7%	c1ccc(C(c2ccccc2)N2CCC3(CCNCC3)CC2)cc1

Glioma ERSR ind	canonical_smiles
0.0%	C/C(CCC(=O)OC[C@@H]1O[C@H](C#Cc2ccccc2)C=C[C@@H]1Oc1ccc(C)cc1)=N/OC[C@@H](O)[C@H]1O[C@H]2OC(C)(C)O[C@H]2[C@@H]1O
-2.8%	c1cncc(CNc2ncncc2-c2ccc3c(c2)OCO3)c1
-2.8%	CC(=O)OC[C@H]1O[C@@H](CCO/N=C2/[C@H]3O[C@@H]3[C@@H](O)[C@H]3[C@H]2CCn2c(=O)n(-c4ccccc4)c(=O)n23)C=C[C@@H]1OC(C)=O
-5.4%	CC(C)[C@@H]1NC(=O)[C@H](Cc2ccccc2)NC(=O)[C@@H](CC(=O)O)NC(=O)CNC(=O)[C@H](CCCNC(=N)N)NC1=O
-3.4%	Cc1cnc(CNc2cc(-c3ccc(N(C)C)cc3)ncn2)cn1
-1.9%	CC1=C(C2=C(C)C(C(C)C)C3=C(C(=O)C(O)C3O)C2O)C(O)C2=C(C(O)C(O)C2=O)C1C(C)C (stereo not drawn)
-5.1%	CC/C=C\CC[C@H](O)C1=CCCCC1=O
-1.8%&-4.7%	COC(=O)C1=C(C)N(Cc2ccccc2)C2=C(C(=O)c3ccccc3)C(c3ccccc3)[C@@](O)(C(=O)OC)C(=O)N2C1c1ccccc1 (stereo partly drawn)
-5.3%	CS(=O)(=O)c1ccc(C(O)C(CO)NC(=O)C(Cl)Cl)cc1 (stereo not drawn)
-3.0%	Nc1nc(Cl)nc2c1ncn2[C@@H]1O[C@H](CO)[C@H](O)C1F (stereo partly drawn)
0.4%	Cc1cc(-c2ccnc(-n3ncc(C(=O)NCCc4cccnc4)c3C)n2)c(C)s1
?	COc1cc(O)c2c(c1)oc(=O)c1c3cc(O)c(O)cc3oc21
-5.1%	CC1=CCC(C(C)(C)O)CC1 (stereo not drawn)
0.9%&-3.3%	CC(C)C[C@H](NC(=O)N1CCCCCC1)C(=O)N[C@H](Cc1cn(C)c2ccccc12)C(=O)N[C@H](Cc1ccccn1)C(=O)O
-5.3%	CO[C@H]1[C@H](NC(=O)c2ccco2)c2ccccc2C12CCN(Cc1cccn1-c1ccccn1)CC2

Glioma ERSR ind	canonical_smiles
-4.0%	C/C=C/OC(=O)NC(c1ccccc1)[C@@]1(C(=O)OCC)CCCC1=O (stereo partly drawn)
0.1%	CC(=O)c1ccc(F)c(-c2cc(C)cc3c2OC(CNC(=O)Cc2c[nH]c4ccccc24)C3)c1 (stereo not drawn)
-5.1%	COc1ccccc1CNc1nc(-c2cccc(C#N)c2)nc2ccccc12
-3.8%&-3.5%	CC[N+](CC)(CCNC(=O)C(=O)NCC[N+](CC)(CC)Cc1ccccc1Cl)Cc1ccccc1Cl
-1.6%	Cc1ccn(CCC(=O)N2CCOc3ccc(C(O)C4CCCCC4)cc3C2)n1 (stereo not drawn)
-1.5%	COc1ccccc1-c1nc(NCc2cnc(C)cn2)c2ccccc2n1
-7.3%	COc1ccc2c(c1)C(c1ccccc1C)CC(=O)O2 (stereo not drawn)
-4.2%	Cc1ncc2c(c1CNS(=O)(=O)N(C)C)CCN(C(=O)c1[nH]c3ccc(Cl)cc3c1C)C2
-3.6%	OC1C2COC(O2)[C@H](O)C1O (stereo partly drawn)
-3.3%	COc1ccc(C(=O)N2CCC[C@@]3(CCN(c4ccccn4)C3)C2)cc1
-5.4%	CC(=O)CC(=O)[C@@]1(O)CC[C@@H]2[C@@H]3C=C(C)C4=CC(=O)CC[C@@H]4[C@H]3CC[C@]21C
-0.2%	C=C[C@@]1(C)CC(=O)[C@@]2(O)[C@@]3(C)[C@@H](O)CCC(C)(C)[C@@H]3[C@H](O)[C@H](OC(C)=O)[C@@]2(C)O1
-3.9%&0.9%	COc1ccc(/C=C/NC(=O)Cc2ccc(OC)c(OC)c2)cc1
-4.5%	COC(=O)N1CCC2(CC1)CCN(c1ccncc1)CC2
-4.7%	Cc1nc2cc(NC(=O)[C@@H]3C[C@@H](Sc4ccccn4)CN3C3CCCCCC3)ccc2s1

Glioma ERSR ind	canonical_smiles
-4.2%	Cc1ccccc1OC1C=CC(c2ccccc2)OC1CO (stereo not drawn)
-5.5%	O=C1[C@H]2[C@H]3[C@H](O)[C@H](O)C/C(=N/OCc4ccccc4)[C@H]3CC[C@@H]2C(=O)N1C[C@@H]1CCCO1
-4.2%	N[C@H](C(=O)O)C1[C@H](C(=O)O)[C@H]1C(=O)O (stereo partly drawn)
?	OC[C@H]1O[C@@H](n2cnc3c(NCc4ccccc4)ncnc32)[C@H](O)[C@@H]1O
-2.8%	COCCNc1ncnc2ccc(-c3ccccc3C)cc12
-8.1%	CCN(CC)Cc1ccc(Nc2ccnc3cc(Cl)ccc23)cc1O
-5.8%	Cc1cc(=O)cc2oc3cc(N)c(-c4c(C)cc(O)cc4O)c(C)c3nc1-2
0.8%	CS(=O)(=O)N1CCC2(CCCN(C(=O)Nc3ccccc3)C2)CC1
-7.0%&-1.1%&0.7%	CC12C(=O)OC(=O)C1(C)C1CCC2O1 (stereo not drawn)
0.5%	COC(=O)c1ccccc1-c1cc(C)cc2c1OC(CNC(=O)c1cnc(C)cn1)C2 (stereo not drawn)
-1.0%	Cc1cccc(-c2[nH]c(C(C)(C)C)nc2-c2ccc3c(c2)OCO3)n1
-6.0%	COC(=O)[C@@H]1C[C@H](NC(=O)c2ccccn2)CN1Cc1cccc2ccccc12
-2.5%	COC(=O)[C@@H]1CCCN1Cc1ccc2c(c1)CN(Cc1cccc(Cl)c1)CCO2
-2.1%	COc1cc(OC)c2c(c1Cl)OC1(C2=O)C(O)=CC(=O)CC1C (stereo not drawn)
-2.6%	O=C(NOC[C@H](O)CO)c1ccc(F)c(F)c1Nc1ccc(I)cc1F

Glioma ERSR ind	canonical_smiles
2.5%	C=C1C(=O)OC2C=C(C)CCC=C(C)CCC12 (stereo not drawn)
0.7%	O=c1cc(-c2cccc(O)c2)oc2cccc(O)c12
-2.0%	COc1ccc(C(=O)N2CCC3(CCN(Cc4ccncc4)CC3)CC2)cc1
2.0%	COC(F)(F)C(Cl)Cl
0.9%&4.8%	N[C@@H](Cc1ccccc1)C(=O)O
-11.5%	C=CC(C1=CC(=O)C(OC)=C(OC)C1=O)c1ccccc1 (stereo not drawn)
-2.1%	COc1ccccc1-c1cncnc1-n1ccnc1
-4.4%	COC(=O)C(O)C1C(C)(C)C(OC(C)=O)C2CC3=C4CC(=O)OC(c5ccoc5)[C@]4(C)CCC3[C@@]1(C)C2=O (stereo partly drawn)
-4.2%	COc1ccc(Oc2ncc3nc(-c4ccccc4)c(=O)n(C4CC4)c3n2)cc1
-3.0%	Cc1noc(C)c1-c1nccc(NCc2ccccc2)n1
-3.1%	COc1ccc(-n2c(=O)c(C)nc3cncnc32)cc1
-6.6%	O=C(NCCc1nnc2n1CCN(Cc1c(F)cccc1F)CC2)c1ccco1
-0.8%	O=C(Nc1ccccc1)N1CCCC2(CCN(C(=O)c3cnccn3)CC2)C1

Screens as filed in PubChem BioAssay.
